Assay outcomes from PubChem BioAssay.
Pf gamet viab = P. falciparum stage V gametocyte viability inhibition; P. falciparum stage V gametocytes, ATP luminescence, 24 h; inhibition, % at 10.9 µM; actives 0.065% (n = 150,000);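 active = inhibition above the mean plus 3 SD of compounds within the control limits, set per campaign, cut at about 38% in these data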;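 note: 0% = DMSO wells and 100% = medium only without gametocytes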
* marks the source's active call; other numbers are inactive results. Only part of the results is shown; count on the stated rates, not on these rows.

SMILES	Pf gamet viab
O=S(=O)(c1cc(Cl)c(Cl)cc1Cl)N1CCN2CCCC2C1 (configuration not stated)	-4.0
COc1ccc(Nc2ncnc3ccc(C)cc23)cc1	3.3
CCCC[C@H]1COCCS(=O)(=O)N1Cc1ccc(Br)cc1	4.0
CN(C)S(=O)(=O)c1ccc2c(c1)C(=O)c1cc(S(=O)(=O)N(C)C)ccc1CC2	9.1
COc1cc(OC)c(OC)cc1CN(C)CC1CCCN(CCc2ccccc2F)C1 (configuration not stated)	-7.2
CC1(C)CC(NC(=O)C2CCCCC2)CC(C)(C)N1	3.8
COc1ccc(C(=O)N/C(=C\c2ccccc2)C(=O)Nc2ccccc2C(=O)O)cc1	10.5
COc1cc(OC)c(CN2CCCN(C)CC2)cc1Br	-21.5
O=C1C=C(c2ccccc2Oc2ccccc2)C[C@@H](c2ccc3c(c2)OCO3)C1	-36.9
O=C(c1ccc(Cl)cc1)C1CCN(C(=O)c2ccc(F)cc2)CC1	11.6
Cn1c2ccccc2c(=O)c2c(=O)n(-c3ccc(F)cc3)c(C3CCCCC3)nc21	-2.6
CC1=NN(c2ccccc2)C(=O)C1N=Nc1cccc(O)c1 (configuration not stated)	-5.7
O=C(NN1CCOCC1)c1ccccc1Br	8.3
CC1(C)CC(NC(=O)c2ccccc2)CC(C)(C)N1	-11.8
CCC(CC)NC(=O)C1CC(=O)N(CCc2ccc(F)cc2)C1 (configuration not stated)	7.9
Cc1ccc2c(c1)C(=O)C(=O)N2Cc1ccc(Cl)cc1	17.6
O=C(NC(Cc1ccccc1)C(=O)O)NC12CC3CC(CC(C3)C1)C2 (configuration not stated)	-18.3
OCC[C@H]1C[C@@H](O)[C@H](O)[C@]2(CCCO2)O1	-9.2
CC(=O)C1=C(c2ccccc2)NC(=O)NC1c1ccccc1 (configuration not stated)	-11.2
COc1cccc(CCNC(=O)CCc2nnc(Cc3cc(OC)ccc3OC)o2)c1	3.2
COc1ccc(CCNCCN2CCOCC2)cc1	20.3
CC(=O)Nc1cc2nc(C)n(Cc3ccccc3[N+](=O)[O-])c2nc1C	-11.5
COc1ccc(-c2nc3ccccc3nc2-c2ccc(OC)cc2)cc1	14.8
O=C1c2ccc([N+](=O)[O-])cc2C(=O)N1c1ccc([N+](=O)[O-])cn1	12.2
CCCCN1C(N)=NC[C@@H]1CC1CCCCC1	-20.2
C[C@H](CO)N1C[C@H](C)[C@@H](CN(C)S(=O)(=O)c2cccs2)Oc2ccc(NC(=O)NC3CCCCC3)cc2C1=O	14.2
COc1cccc(OC)c1OCCN1CCCC1	9.2
CCOC(=O)C(N)CSC1CC(=O)N(c2ccc(OC)cc2)C1=O (configuration not stated)	0.7
CC(=O)Nc1ccc(N2C(=O)CC(Sc3nccc(C)n3)C2=O)cc1 (configuration not stated)	-15.5
CC(C)(C)C(=O)Nc1cc(NC(=O)C(C)(C)C)cc(C(=O)Nc2c[nH]c(=O)[nH]c2=O)c1	-5.4
Cc1ccc(C(C)NC(=O)C2CCCC2)cc1C (configuration not stated)	-24.8
CC(=O)n1c(-c2ccccc2)c(CO)c2ccccc21	-0.1
COc1cc2c(C(F)(F)F)c(-c3ccc(C#N)cc3)oc(=O)c2cc1OC	7.7
O=C(c1ccc(F)cc1)C1CCN(C(=O)c2ccccc2)CC1	-34.1
COc1cc(C(=O)Nc2ccc(NC(=O)C(C)C)nc2)cc(OC)c1OC	-9.8
CCOC(=O)N1C2=NC(C(=O)OC)=C(C(=O)OC)[C@@H]3N(C)c4ccc(OC)cc4[C@]23C[C@H]1C(=O)OC	-6.7
Cc1c(C=Nc2ccc(S(=O)(=O)CCO)cc2)c(O)[nH]c(=O)c1C#N	-7.0
CCc1ccc(C2C(=O)c3ccccc3C2=O)cc1	-10.9
CC(C)(C)N1C(=O)[C@H]2[C@@H](c3ccc(Br)cc3)N3C(=O)N(c4cccc(Cl)c4)C(=O)[C@@]3(C)[C@H]2C1=O	-1.9
COc1ccc(CCC(=O)N/N=C/c2ccc3c(c2)OCO3)cc1	5.2
C=CCC[C@@H](Cc1ccc(F)cc1)C(=O)O[C@H](CNC(=O)[C@@H](CC=C)CC(=O)N[C@H](CO)Cc1ccccc1)c1ccccc1	14.7
CCN1C(=O)[C@H]2[C@@H](c3ccc(-c4ccc(OC)cc4)c(OC)c3)N[C@@](Cc3ccccc3)(C(=O)OC)[C@H]2C1=O	-9.6
Cc1cc(C(=O)Nc2cccc(C)c2C)c2ccccc2n1	-10.7
CCCCNc1ncnc2c1nnn2Cc1ccccc1Cl	9.7
O=C1C=C(c2ccc(OC(F)(F)F)cc2)C[C@@H](c2ccc(Cl)cc2)C1	10.6
c1ccc([C@H]2CN3C(=N2)Sc2ccccc23)cc1	-1.2
CN(C)c1nc2c(c(=O)n(C)c(=O)n2C)n1CC(=O)c1cccs1	8.5
CSc1nc(N2CCOCC2)nc2ccc(C)cc12	-26.6
CC1CN(CC(=O)NCc2ccc(Cl)cc2)CC(C)O1 (configuration not stated)	4.3
Cc1noc(C)c1NC(=O)Nc1cccc2c1O[C@H](CN(C)S(C)(=O)=O)[C@@H](C)CN([C@H](C)CO)C2=O	-6.9
O=c1c2c3c(sc2nc(NCCO)n1-c1ccccc1)CCCC3	16.4
CCOc1ccc(CN2CCCC(CO)(Cc3ccc(F)cc3)C2)cc1 (configuration not stated)	8.1
Cc1cc(Nc2ccccc2)cc(=O)n1C	-6.2
COc1ccc(NC(=O)c2ccc(CN3CCc4ccccc4C3)cc2)c(OC)c1	-6.7
CC(=O)Oc1ccc(N(C(C)=O)S(=O)(=O)c2ccc(Cl)cc2)c2ccccc12	-2.7
CC(C)C1=CC(=Nc2ccc(S(N)(=O)=O)cc2)C=C(C(C)C)C1=O	-12.6
O=C(NCC1CCCCC1)c1ccccc1[N+](=O)[O-]	-5.1
O=S1(=O)N=C(N2CCCC2)c2ccccc21	4.2
CC(C)(C)OC(=O)CNC(=O)c1[nH]cnc1C(=O)NCC(=O)OCc1ccccc1	10.7
CCOc1ccc(NS(=O)(=O)c2ccc(NC(=O)c3ccccc3C(=O)O)cc2)cc1	-10.7
Following part.
SMILES	Pf gamet viab
Cc1ccc(C(=O)NNC(=O)c2ccc(NC(=O)C(C)(C)C)cc2)cc1	-25.0
CCc1c(C)nc2c(-c3ccccc3)c(C)[nH]n2c1=O	-6.3
COC(=O)c1c(-c2ccccc2OC)sc2ccccc12	11.7
Cc1ccc(-c2csc3ncn(CC(=O)OC(C)C)c(=O)c23)cc1	-9.0
C=Cn1cc[n+](CC(=O)c2ccc(Br)s2)c1	1.4
CCOC(=O)Nc1ccc2c(COC(=O)CN(C)S(=O)(=O)c3ccc(C)cc3)cc(=O)oc2c1	-49.9
Cc1cccc(Cn2c(N3CCN(CCO)CC3)nc3c2c(=O)[nH]c(=O)n3C)c1	9.8
O=C(c1cccc(Cl)c1)N1CCC(=O)N(C(CO)Cc2ccccc2)CC1 (configuration not stated)	13.6
Cc1cc(C)cc(NC(=O)C2CC3CCC2C3)c1 (configuration not stated)	1.5
CC(C)C[C@H]1CN=C(Nc2ccccc2)N1CCCC1CCCC1	7.8
COC(=O)C1=C(COc2ccccc2)NC(=O)NC1c1ccc(Cl)cc1 (configuration not stated)	-56.8
O=C1CCN(Cc2ccc([N+](=O)[O-])cc2)CCN1[C@H](CO)c1ccccc1	-0.6
C(=N\Nc1ccccn1)/c1cccnc1	-22.8
O=C(NCc1ccccc1Cl)C1CCCN1C(=O)NCc1ccccc1 (configuration not stated)	-0.6
COc1ccc(-c2c(-c3ccc(OC)nc3)c3ccccc3n2C)cc1	-0.7
Cc1ccc(S(=O)(=O)N2[C@@H](c3ccccc3)C(C(=O)O)=CC[C@H]2c2ccc(Cl)c(Cl)c2)cc1	-7.0
Cc1cccc(N=C2NC(=O)C(CO)(CO)S2)c1	-30.9
O=C(Nc1ccc2ccccc2c1)c1cc(F)c(F)cc1Cl	-0.7
Cc1ccc(OCc2occc2C(=O)O)cc1	7.7
COc1ccc([C@H]2CC(=O)C=C(c3ccccc3)C2)cc1OC	-10.2
COc1ccc(C2=NOC(Cn3nc(C(=O)NCC4CC4)cc3-c3ccccc3)C2)cc1 (configuration not stated)	18.3
Nc1nc(SCc2ccc(F)cc2)n[nH]1	6.2
O=C(Nc1ccon1)c1nc[nH]c1C(=O)N1CCN(c2ccccc2)CC1	-22.8
CN(C)C1=NCCN1CCCC1CCCCC1	6.8
CCn1c(C)nnc1SCC(=O)Nc1ccc(C(C)=O)cc1	-11.4
COc1cc(C(=S)N2CCCC2)ccc1OCC(N)=O	1.9
C#CCOCCOCCOCCNc1nc(N2CCN(C(=O)[C@H](CC(N)=O)n3cc([C@@H](N)C(C)C)nn3)CC2)nc(N2CCN(C(=O)[C@H](CC(N)=O)n3cc([C@@H](N)C(C)C)nn3)CC2)n1	12.1
COc1ccccc1CCN1CCCC(CN(C)C(=O)CCC(N)=O)C1 (configuration not stated)	-3.1
Cc1ccc(CC(=O)Nc2cc(C)ccn2)cc1	3.6
FC(F)(F)c1cccc(N2CCN(C3CC4CCC3C4)CC2)c1 (configuration not stated)	-11.3
COc1ccc(NC(=O)CN2C(=O)C(C)Oc3ccc(C)cc32)cc1 (configuration not stated)	18.6
Cc1ccc2c(c1)c1c(n2CCc2ccc(C)nc2)CCN(C)C1	-37.7
O=C(Nc1cc(-c2ccccc2)nn1C1CCCCC1)c1ccc(Cl)cc1	-13.1
CC(C)(C)c1csc(NC(=O)c2cccnc2Cl)n1	2.4
O=C1C(Cc2ccccc2)Nc2ncnc(N3CCCCC3)c2N1Cc1ccccc1 (configuration not stated)	4.8
O=C(O)c1ccccc1C(=O)NCCCn1ccnc1	-0.9
Cc1cccc2c(SCC(N)=O)nc(-c3ccccc3)nc12	-4.6
Cc1ccc(O)c(NC(=O)Cc2ccc3ccccc3c2)c1	-5.3
CCOC(=O)[C@H]1[C@H]2COc3ccc(Cl)cc3[C@@H]2N2C(=O)c3ccc(Cl)cc3NC(=O)[C@@]12C	17.3
CC(C)[C@@H]1COC(c2cccc(C3=N[C@H](C(C)C)CO3)n2)=N1	15.3
COc1ccc(CCN(C)C2CCCN(S(=O)(=O)C(C)C)C2)cc1OC (configuration not stated)	-1.4
Cc1ccc(CSc2nnc(-c3cccc4ccccc34)o2)cc1	3.6
CCOc1cc(/C=N/NC(N)=O)cc(Br)c1OCc1ccccc1	-16.3
CCN(CC)c1nc(N2CCN(CCO)CC2)nc2ccccc12	-14.1
COc1ccccc1OCc1nn[nH]n1	-28.4
O=C(Nc1ccc(F)cc1F)c1cc2ccccc2oc1=O	-16.4
COc1cccc(Cn2cc(-c3cccc(C(F)(F)F)c3)nn2)c1	1.8
COc1ccc(CNC(=O)c2ccc(N3CCC4(CC3)CC(c3ccc(Cl)cc3)=NO4)c([N+](=O)[O-])c2)cc1	-22.7
CCOc1ccc(C2NC(=O)CCC2[N+](=O)[O-])cc1 (configuration not stated)	-4.4
COc1cccc(-c2nn3c(-c4ccco4)nnc3s2)c1	-3.5
Cn1c(N)c(C(C[N+](=O)[O-])c2ccccc2Cl)c(=O)n(C)c1=O (configuration not stated)	-19.7
Cc1ccc2c(c1)N(Cc1cccc(F)c1)C(=O)C(C)O2 (configuration not stated)	-12.8
CCOC(=O)COc1cccc(C2NC(=O)c3ccccc3O2)c1 (configuration not stated)	5.7
CC(c1ccco1)N(C(=O)c1ccc(Cl)s1)c1ccccn1 (configuration not stated)	-9.0
Oc1ccc(-c2csc(Nc3cccc4ccccc34)n2)cc1O	-23.9
CCCC(=O)Nc1ccc2c(c1)Cc1ccccc1-2	-5.9
Cc1[nH]n(-c2ccccc2)c(=O)c1N=Nc1ccc(Cl)cc1	12.4
CC(=O)c1cn(-c2ccc([N+](=O)[O-])cc2)c(=O)n(C)c1=O	-20.6
Cc1cccn2c(=O)c3cc(C(=O)N4COCC4(C)C)n(Cc4ccccc4)c3nc12	1.2
C/C(=C/CCC(C)(O)C1CC[C@@]2(C)[C@@H]3CC=C4[C@@H](CC[C@H](O[C@H]5O[C@@H](CO)[C@H](O)[C@@H](O)[C@@H]5O)C4(C)C)[C@]3(C)C(=O)C[C@]12C)CO[C@@H]1O[C@H](CO)[C@@H](O)[C@H](O)[C@H]1O (some centres not stated)	2.0

An excerpt from above in order of formula weight, high to low.
SMILES	Pf gamet viab
C#CCOCCOCCOCCNc1nc(N2CCN(C(=O)[C@H](CC(N)=O)n3cc([C@@H](N)C(C)C)nn3)CC2)nc(N2CCN(C(=O)[C@H](CC(N)=O)n3cc([C@@H](N)C(C)C)nn3)CC2)n1	12.1
COc1cc(OC)c(OC)cc1CN(C)CC1CCCN(CCc2ccccc2F)C1 (configuration not stated)	-7.2
CCOc1cc(/C=N/NC(N)=O)cc(Br)c1OCc1ccccc1	-16.3
COc1cc2c(C(F)(F)F)c(-c3ccc(C#N)cc3)oc(=O)c2cc1OC	7.7
COc1cc(C(=O)Nc2ccc(NC(=O)C(C)C)nc2)cc(OC)c1OC	-9.8
O=C(NCc1ccccc1Cl)C1CCCN1C(=O)NCc1ccccc1 (configuration not stated)	-0.6
Cc1c(C=Nc2ccc(S(=O)(=O)CCO)cc2)c(O)[nH]c(=O)c1C#N	-7.0
COc1ccc(-c2c(-c3ccc(OC)nc3)c3ccccc3n2C)cc1	-0.7
CCN(CC)c1nc(N2CCN(CCO)CC2)nc2ccccc12	-14.1
CCn1c(C)nnc1SCC(=O)Nc1ccc(C(C)=O)cc1	-11.4
COC(=O)c1c(-c2ccccc2OC)sc2ccccc12	11.7
CC1=NN(c2ccccc2)C(=O)C1N=Nc1cccc(O)c1 (configuration not stated)	-5.7
Cc1cc(C(=O)Nc2cccc(C)c2C)c2ccccc2n1	-10.7
Cc1ccc2c(c1)C(=O)C(=O)N2Cc1ccc(Cl)cc1	17.6
CC1(C)CC(NC(=O)C2CCCCC2)CC(C)(C)N1	3.8
CC(=O)n1c(-c2ccccc2)c(CO)c2ccccc21	-0.1
O=C(NCC1CCCCC1)c1ccccc1[N+](=O)[O-]	-5.1

The listing continues:
SMILES	Pf gamet viab
O=S1(=O)CCOC[C@H](c2ccccc2)N1Cc1cccc(Cl)c1	3.7
Cn1nc(-c2ccccc2)c2cc([N+](=O)[O-])ccc21	-32.3
O=c1[nH]c2cc3c(cc2cc1CN(CCc1ccccc1)C(=S)NCCCN1CCOCC1)OCCO3	-2.5
C[C@H](CO)N1C[C@H](C)[C@@H](CN(C)Cc2ccc3c(c2)OCO3)Oc2c(NC(=O)C3CCCCC3)cccc2C1=O	10.7
